High-throughput results from PubChem.
ALOX12 inh = Primary qHTS assay for inhibitors of human arachidonate 12S-lipoxygenase (ALOX12): Round 2; purified 12hLO, xylenol orange hydroperoxide absorbance; Potency, µM (highest dose often 108 µM), inactives show at the highest dose activity change, negative = inhibition, actives largely listed as inhibitors; 1.1% of 580,000 active; active = well fitted inhibition curve with a large enough effect; inconclusive = small, poorly fitted or top-dose-only effect, or another doubt; inactive = no such curve, though single readings can be large or run the other way
Target sequence (P18054 whole entry, looked up): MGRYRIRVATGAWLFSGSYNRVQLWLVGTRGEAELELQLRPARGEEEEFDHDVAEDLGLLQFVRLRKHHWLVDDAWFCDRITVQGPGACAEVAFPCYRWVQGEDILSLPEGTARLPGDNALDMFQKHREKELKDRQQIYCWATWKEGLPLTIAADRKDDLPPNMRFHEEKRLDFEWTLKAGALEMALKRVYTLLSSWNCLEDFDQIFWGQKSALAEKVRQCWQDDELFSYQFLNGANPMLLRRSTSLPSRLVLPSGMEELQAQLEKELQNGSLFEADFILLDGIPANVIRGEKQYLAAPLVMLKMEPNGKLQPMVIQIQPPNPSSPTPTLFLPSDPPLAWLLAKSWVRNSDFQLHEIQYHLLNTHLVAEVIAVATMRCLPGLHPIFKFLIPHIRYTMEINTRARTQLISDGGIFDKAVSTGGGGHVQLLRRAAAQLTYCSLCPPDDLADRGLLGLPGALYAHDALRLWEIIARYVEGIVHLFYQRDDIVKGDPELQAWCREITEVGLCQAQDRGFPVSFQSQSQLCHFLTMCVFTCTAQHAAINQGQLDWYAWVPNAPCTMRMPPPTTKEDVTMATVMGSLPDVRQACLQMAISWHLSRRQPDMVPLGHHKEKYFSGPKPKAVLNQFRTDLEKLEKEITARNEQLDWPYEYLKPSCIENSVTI
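Purified human 12hLO at 150 nM in 25 mM Hepes, 0.01% Triton X-100, pH 7.0, preincubated 15 min at room temperature with compound. Reaction started with 40 uM arachidonic acid, 30 min at room temperature. Hydroperoxide measured by Fe-xylenol orange, 573/405 nm absorbance ratio.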
* hit, by the source's call; u = inconclusive; [ ] = remark or other dose. % is scaled to controls: 0 for no effect and ±100 for the full control effect; potency is read from the fitted curve at half-maximal effect. Only part of the results is shown. The share of hits here may be higher or lower than overall.

| ALOX12 inh | SMILES |
| --- | --- |
| 27% | O=C(c1cccs1)N1CCC2(CC1)CC(N(C(=O)c1ccccc1)C1CC1)CCO2 (stereo not drawn) |
| 7.1µM* | CCNC(=O)NC(=O)CNc1ccccc1N(C)Cc1ccccc1 |
| 3% | O=C(Cc1ccccc1Cl)N1CCN(c2ncnc3nc[nH]c23)CC1 |
| -49% | COc1ccc(C2/C(=C(\O)c3ccccc3)C(=O)C(=O)N2c2ccc(NC(C)=O)cc2)cc1 (stereo not drawn) |
| u | Cc1ccc(C2CC(=O)Nc3cc4c(cc32)OCO4)cc1Br (stereo not drawn) |
| 9% | NC(=O)[C@@H]1CN(C(=O)COc2ccccc2)C[C@H]1COc1ccccc1 |
| -5%[6.33 µM] | C=CCNC(=O)c1cn2c(n1)CN([S+](=O)([O-])c1cccc(OC)c1)CC2 |
| -3% | CCc1ccc2oc(C(=O)N(Cc3ccc(C(C)C)cc3)C3CCS(=O)(=O)C3)cc(=O)c2c1 (stereo not drawn) |
| 13% | Cc1ccccc1OCc1nc(C2CN(C(=O)c3nccc4ccccc34)C2)no1 |
| 40%[activator] | N[C@H]1CN(C(=O)c2ccc(N3CCCCC3)cc2)C[C@@H]1c1ccccc1 |
| 2% | O=C(CCCSc1nc2ccccc2s1)Nc1ccc(F)cc1 |
| 32% | Cc1cccc(C(=O)NC(c2cccnc2)c2cc(C)ccc2C)c1 (stereo not drawn) |
| 52%[activator][176 µM] | COc1ccccc1-c1cnc(NC(=O)c2ccc(F)c(Cl)c2)c2c1CCO2 |
| 20% | COc1cccc(-c2cc(C(=O)NCC34CCC=C3N(C)C(=O)CC4)[nH]n2)c1 (stereo not drawn) |
| -17% | C[C@@H]1CN(S(=O)(=O)C(C)(C)C)[C@@H](CCO)/C1=C\CCO |

Next part; the last 6 above are carried over.
| ALOX12 inh | SMILES |
| --- | --- |
| 40%[activator] | N[C@H]1CN(C(=O)c2ccc(N3CCCCC3)cc2)C[C@@H]1c1ccccc1 |
| 2% | O=C(CCCSc1nc2ccccc2s1)Nc1ccc(F)cc1 |
| 32% | Cc1cccc(C(=O)NC(c2cccnc2)c2cc(C)ccc2C)c1 (stereo not drawn) |
| 52%[activator][176 µM] | COc1ccccc1-c1cnc(NC(=O)c2ccc(F)c(Cl)c2)c2c1CCO2 |
| 20% | COc1cccc(-c2cc(C(=O)NCC34CCC=C3N(C)C(=O)CC4)[nH]n2)c1 (stereo not drawn) |
| -17% | C[C@@H]1CN(S(=O)(=O)C(C)(C)C)[C@@H](CCO)/C1=C\CCO |
| 48% | C(=C\c1ccccc1)/CN1CCN(Cc2cc3n(n2)CCCNC3)CC1 |
| 90%[activator] | COc1ccc(-n2c(=O)c(-c3cccc(F)c3)nc3cncnc32)cc1 |
| 44%[activator] | COc1ccc(Cn2nc(C(=O)O)c3ccccc3c2=O)cc1 |
| 36% | Cc1ccccc1S(=O)(=O)N1CCCC(CCC(=O)NC2CCCCCC2)C1 (stereo not drawn) |
| 48%[activator] | CCNC(=O)C1(CCO)CCN(c2ncccn2)C1 (stereo not drawn) |
| 6% | CN(CC(=O)NCCc1ccccc1)Cc1ccc(C(F)(F)F)cc1 |
| 46%[activator] | O=C1NCCCCCCN(C(=O)CC2CCCCC2)[C@H]2C[C@H](c3nc(-c4cccnc4)no3)C[C@@H]12 |
| 28% | CNC(=O)[C@@H]1CN(C(=O)c2ccc(F)c(Cl)c2)C[C@H]1COC |
| 5% | Cc1cc(C)c(C(=O)COC(=O)c2ccc(C=O)cc2)c(C)c1 |
| 2% | COc1ccc(C(=O)N2CCC3(CC2)OC(=O)N(Cc2ccc(O)cc2)C3(C)c2ccccc2)cn1 (stereo not drawn) |
| 15% | Cc1ccc(CNC(=O)C(C)C2CCOCC2)o1 (stereo not drawn) |
| u | COc1ccc(N2CC3CCC(C2)N3Cc2cccs2)cc1 |
| -2%[176 µM] | CC(C)(C)CN1CCNc2cc(Nc3ccccc3)ncc2C1 |
| 29% | O=C(C1CCCO1)N1CCc2[nH]nc(C(c3ccccc3)c3ccccc3)c2C1 (stereo not drawn) |
| u | O=C(Nc1cccc2ncccc12)c1ccc(Oc2ccccc2)cc1 |

By substructure: the entries above containing a thiophene ring, fused or not (two)
| ALOX12 inh | SMILES |
| --- | --- |
| 27% | O=C(c1cccs1)N1CCC2(CC1)CC(N(C(=O)c1ccccc1)C1CC1)CCO2 (stereo not drawn) |
| u | COc1ccc(N2CC3CCC(C2)N3Cc2cccs2)cc1 |

New compounds follow.
| ALOX12 inh | SMILES |
| --- | --- |
| 5% | O=C(Nc1nc2ccccc2s1)NC1CC(=O)N(c2ccc3c(c2)OCCO3)C1 (stereo not drawn) |
| 29% | COC(=O)c1ccc(COc2ccc(C#N)cc2OC)cc1 |
| u | O=C(O)C1CCN(/C=C/C(=O)C(F)(F)F)CC1 |
| 147%[activator] | O=C1CC(c2ccccc2)N(Cc2ccncc2)CCCN(Cc2ccccn2)CCN1 (stereo not drawn) |
| -2% | CCn1nccc1C(=O)N1CCCC(c2nn[nH]n2)C1 (stereo not drawn) |
| -4% | CN1CCC(N(C)CCN(C)C(=O)Nc2ccc(C(F)(F)F)cc2)CC1 |
| 2% | CCC(NCc1cn(CCC(N)=O)c2ccccc12)c1cccs1 (stereo not drawn) |
| 9% | CCOc1ccc(S(=O)(=O)N2CCN(Cc3ncc(-c4ccccc4)o3)CC2)cc1 |
| u | CC1(c2ccccc2)N(Cc2ccccc2)C(=O)OC12CCN(Cc1ccccn1)CC2 (stereo not drawn) |
| 2% | CN1CC2(CCCN(C(=O)CCc3ccccc3Cl)CC2)OC1=O (stereo not drawn) |
| 3%[6.33 µM] | O=C(c1ccc(C(F)(F)F)cc1)N1CCCC2(C1)C(=NC1CCCC1)NC(=O)N2c1cc(F)cc(F)c1 (stereo not drawn) |
| -16% | CC(C)c1ccc(CN2CCCC3(CCN(c4ncccc4C(N)=O)C3)C2)cc1 (stereo not drawn) |
| -6% | Cc1c(CC(=O)NC(C)C)c2c(n1Cc1ccccc1F)CCCC2=O |
| -4% | COc1ccc(C2(C(=O)NCC(=O)N3CCCCCCNC(=O)CC3c3ccccc3)CC2)cc1 (stereo not drawn) |
| -17% | Cc1ccc(N2CCC(NC(=O)c3ccc(C#N)cc3)C2=O)cc1C (stereo not drawn) |
| -11% | COc1ccc(CCN(C)C(=O)c2cnn(-c3nccc(-c4ccc(C)o4)n3)c2C)cc1OC |
| -5% | Cc1cc(C)cc(NC(=O)CSc2nc3nccnc3c(=O)n2CCc2ccccc2)c1 |
| -32% | COC(=O)c1cccc(OC(=O)c2cccs2)c1 |
| 13% | CC(C)COc1cc(=O)n2c(c1C(=O)NCc1ccccc1F)CCCCC2 |
| 5% | CN1C(=O)CC(C(=O)O)C12CCN(Cc1noc(C3CCCC3)n1)CC2 (stereo not drawn) |
| u | COCCNC(=O)C(=O)N1CCN(c2nc(C(C)C)c3c(c2C#N)CCCC3)CC1 |
| 59%[activator] | COc1ccccc1C(=O)N1CCn2c(nnc2C2CCCNC2)C1 (stereo not drawn) |
| 6% | Cn1cnc(S(=O)(=O)N2CCC(c3noc(-c4cccnc4)n3)C2)c1 (stereo not drawn) |
| u | O=C(OCC(=O)c1c[nH]c2ccccc12)c1ccc2ccccc2n1 |
| 1%[176 µM] | CC1=C[C@@H](CN2CCN(c3ccccn3)CC2)[C@H](C(C)C)C[C@H]1Cc1nnc(C)o1 |
| -1% | COc1ccc(/C=C/C(=O)OCC(=O)Nc2cc3oc4ccccc4c3cc2OC)cc1 |
| u | COC(=O)C1(O)CC(c2ccccc2)C(C(=O)c2ccccc2)N1c1ccc(F)cc1 (stereo not drawn) |
| -1% | Cc1c(F)cc(C(N)=O)cc1NS(=O)(=O)c1ccc(C(F)(F)F)cc1 |
| 30% | O=C(Nc1cccc(F)c1)N1CCc2c(nc3cc(-c4ccccc4Cl)[nH]n3c2=O)C1 |
| u | Cc1cc(C(=O)Nc2ccc(C)c(I)c2)c(C)o1 |
| -27% | O=S(=O)(NCc1ccccc1F)c1ccc2c(c1)OCCO2 |
| -14% | Cc1cccc(C)c1-n1nnnc1C1(Nc2ccc3c(c2)OCCO3)CCCC1 |
| 3% | CCCCn1nc(C(=O)N2CCCC2c2cccs2)c2ccccc2c1=O (stereo not drawn) |
| 20% | CC(C)CNc1nc2c(c(=O)[nH]c(=O)n2C)n1C(C)C |
| 21% | CCOc1ccc2c(n1)CCN(C(=O)c1ccncc1)C2 |
| 2% | CCCN(CC1CCOC1)S(=O)(=O)c1ccc(F)cc1 (stereo not drawn) |
| 34%[activator] | COCCN1C(=O)CS(=O)C12CCN(C(=O)Nc1ccccc1F)CC2 (stereo not drawn) |
| 10%[176 µM] | CC(C)NC[C@H]1O[C@@H](CO)[C@@H](O)[C@H]1N1CCOCC1 |
| -9% | CC1Cc2ccccc2N1S(=O)(=O)c1ccc(Cl)cc1F (stereo not drawn) |
| 54%[activator] | O=C(COc1ccccc1Cl)c1ccccc1 |
| 45%[activator] | Cn1cnc([S+](=O)([O-])NC2CCN(C(=O)N3CC4CC(C3)[C@H]3CCCC(=O)N3C4)CC2)c1 (stereo partly drawn) |
| u | Cc1cccc(CSCC(=O)O)c1 |
| u | O=C(CCC[C@H]1NC[C@@H]2C[C@H]1CN(Cc1ccccc1)C2)N1CCN(Cc2ccccc2F)CC1 |
| 72%[activator] | CN1CCCCCC(O)c2cc(C(=O)NCCN3CCOCC3)ccc21 (stereo not drawn) |
| -1% | CC(=O)NC1[C@@H]2CC3C[C@H]1CC(O)(C3)C2 (stereo partly drawn) |
| 0% | O=C(c1ccsc1)N1CCCN(c2cc(-c3ccc(Cl)cc3)[nH]n2)CC1 |
| 59%[activator] | COc1ccc(Cl)cc1C(=O)NC1CCN(c2cc(-c3cccs3)[nH]n2)C1 (stereo not drawn) |
| u | O=C(O)c1ccccc1Br |
| 22% | CN(C)c1cccc(C(=O)NC2CCN(c3cc(-c4ccc(Cl)cc4)[nH]n3)C2)c1 (stereo not drawn) |
| 19% | COCCNC(=O)[C@@H]1C[C@H](Oc2ccccc2)CN1C(=O)c1ccc(OC)cc1OC |
| 35%[activator] | Cc1cc(C)n2ncc(C(=O)N3CCC(c4[nH]ncc4-c4ccccc4)CC3)c2n1 |
| 3% | CCc1cc(CC)n(-c2nc3c(c(=O)n(C)c(=O)n3C)n2C)n1 |
| u | COCCn1c(=O)c(CCc2ccccc2)nc2cnc(N(C)C)nc21 |
| -50% | O=C(NCC1(N2CCOCC2)CCSC1)Nc1ccccc1F (stereo not drawn) |
| 19% | C[C@H]1[C@@H]2[C@@H](O)C([C@H](C)C(=O)N3CCCC3)CC[C@@]2(C)CC[C@@H]1NC(=O)Cc1ccccc1 (stereo partly drawn) |
| -5%[57.4 µM] | Cc1ccc(C(=O)N(CCCN)[C@@H](c2nc3cc(Cl)ccc3c(=O)n2Cc2ccccc2)C(C)C)cc1 |
| 1% | CC1(C)C2CCC1(C(=O)Nc1ccccc1)C(=O)C2 (stereo not drawn) |
| 11% | COc1ccc(S(=O)(=O)N2CCC(c3noc(C4CC4)n3)C2)cc1 (stereo not drawn) |
| 5% | C(=C\c1cccs1)/c1ccc2ccccc2n1 |
| u | COCCNc1ncc(C(=O)O)c(-c2cc(F)cc(F)c2)n1 |

Quoted at random: three records from the list.
| ALOX12 inh | SMILES |
| --- | --- |
| -17% | C[C@@H]1CN(S(=O)(=O)C(C)(C)C)[C@@H](CCO)/C1=C\CCO |
| 54%[activator] | O=C(COc1ccccc1Cl)c1ccccc1 |
| 13% | CC(C)COc1cc(=O)n2c(c1C(=O)NCc1ccccc1F)CCCCC2 |

The results go on:
| ALOX12 inh | SMILES |
| --- | --- |
| 16%[176 µM] | O=C(NC[C@H]1O[C@H](Cc2cc(-c3ccc(F)cc3)on2)CC[C@@H]1O)c1ccc(F)cc1 |
| 35%[activator] | Cc1cccc(NC(=O)CN2C(=O)NC3(CCC(C)CC3)C2=O)c1C (stereo not drawn) |
| 38% | CCn1ncc(N2CCCC(CC(=O)NCc3ccc(C)cc3)C2)cc1=O (stereo not drawn) |
| -12%[176 µM] | COCCn1c(C)nnc1-c1cc(-c2cccc(OC)c2)ccn1 |
| 7% | CCCN1CCC(NC(=O)c2csc3c2CCCC3)CC1 |
| 45%[activator] | Cn1nccc1C(=O)N1CCCN(C(=O)C2CC2)c2ccccc21 |
| u | N#C/C(=C/c1ccoc1)c1nc(-c2ccc(C3CCCCC3)cc2)cs1 |
| 58%[activator] | COc1cccc(CC(=O)N2CC[C@H](CO)[C@H](NC(=O)C3CC3)C2)c1 |
| u | NC1(C(=O)N2CCCC(CCc3ccccc3F)C2)CCC1 (stereo not drawn) |
| 60%[activator] | O=C(CCc1ccccc1)N1CCC2(CC1)CC(OCC1CC1)CCO2 (stereo not drawn) |
| -24% | COc1ccc(NC(=O)C(C(=O)Nc2ccc(OC)cc2)C23CC4CC(CC(C4)C2)C3)cc1 |
| u | CCOC(=O)C(Cc1ccccc1)(Nc1ccccc1)C(O)c1ccc([N+](=O)[O-])cc1 (stereo not drawn) |
| -26% | O=C(c1cc2ccccc2cc1O)N1CCN(S(=O)(=O)c2ccc(Cl)cc2)CC1 |
| 0% | Cc1cc(C(=O)NCC2CCC3(CCN(Cc4ccc5ccccc5c4)CC3)O2)n(C)n1 (stereo not drawn) |
| -9% | CC(Sc1nnc(C2CC2)n1Cc1ccco1)C(=O)Nc1ccnn1C(C)C (stereo not drawn) |
| 40% | Cc1cnc(CC2CCCN(C(=O)NCC(C)C)C2)n1Cc1ccc(F)cc1 (stereo not drawn) |
| u | OCc1cc(CC2(NCC3CC3)COC2)no1 |
| u | CC(C)(C)NC(=O)C(=O)NC(C)(C)C |
| u | O=C(/C=C/c1ccco1)c1cccs1 |
| -10% | COc1ccc(C(=O)N2CCCC3(CNc4ccccc4[S+](=O)([O-])N3)C2)cc1 (stereo not drawn) |
| 24% | CC(C)C(=O)N1CCC(CCOc2ccccc2)C1 (stereo not drawn) |
| 104%[activator] | CS(=O)(=O)N1CCOc2ccc(CCC(=O)NCc3ccccn3)cc2C1 |
| 32% | Cc1c(CN2CCC3(CC2)COC(=O)O3)c(=O)n(-c2ccccc2)n1C |
